# S3 lipid droplet: qHTS Assay for Lipid Storage Modulators in Drosophila S3 Cells. actives 0.64% (n = 320,000). lipid storage change, negative = inhibition, % at the top dose, mostly 46.1 µM; hits show Potency in µM. Drosophila S3 cells, BODIPY lipid droplet fluorescence, 18-24 h; cells fed with added oleic acid. AID 2685; active means well fitted inhibition curve with a large enough effect in the signal ratio, with a control signal flat, not every such curve was filed as active; inconclusive means small, poorly fitted or top-dose-only effect, or effect the other way, or a change in a side signal; the % refers to the signal ratio
#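 Laser-scanning cytometry quantifies lipid droplet accumulation (500–530 nm total intensity; droplet/cell object ratio) in oleic acid-fed (400 uM added) Drosophila S3 cells treated with a concentration series. 20 uM Triacsin C defined 100% inhibition.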
# S3 lipid droplet cell count max: second read-out of S3 lipid droplet, no call of its own (marks repeat the call); cell number change, %; measured here: cell count max response;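 cells counted by Cell Tracker Red CMTPX staining in the red channel; peak over a dose series mostly up to 46.1 µM; percent activity relative to internal control wells on each plate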
# * = called active by the depositor; i = inactive; ? = inconclusive; . = not tested or not shown. On the % scale 0 is the no-effect control and ±100 the full control effect; potency means the concentration at half of the fitted maximal effect. Some of the compounds tested. The share of hits here may be higher or lower than overall.
Compound	S3 lipid droplet	S3 lipid droplet cell count max
Cc1csc(CN(C)C(=O)C2CCC(=O)N(CCN(C)C)C2)n1 (stereo not given)	i	-8.3
O=C(COc1coc(CN2CCN(c3ccccc3F)CC2)cc1=O)Nc1ccccc1	?	.
O=C(NNC(=O)c1ccccc1Cl)c1cccnc1	?	.
Cc1nc(OCC(=O)c2ccc(Cl)cc2)c(C#N)c2c1COC(C)(C)C2	?	.
Cc1cccc(Cn2c(N3CCc4ccccc4C3)nc3c2c(=O)[nH]c(=O)n3C)c1	?	.
Oc1ccc(/C=N/NC(=S)N2CCOCC2)cc1	?	.
CC(C)C(NS(=O)(=O)c1cccc2nsnc12)C(=O)Nc1nc2ccc(Cl)cc2s1 (stereo not given)	?	.
Clc1ccc(C2CC(c3ccco3)n3ncnc3N2)cc1Cl (stereo not given)	1.1%	-13.8
CCn1c(=O)c(=O)n(CC)c2cc(S(=O)(=O)N3CCc4ccccc43)ccc21	?	.
CCOC(=O)c1c(C)c(C(=O)NCc2ccc3c(c2)OCO3)c(C)n1C	?	.
CCOC(=O)CSc1nc2c(sc(=S)n2CCc2ccccc2)c(=O)n1Cc1ccco1	13.1%	-12.5
O=C(/C=C/c1ccco1)Nc1ccc(Oc2ccc(Cl)cc2)cc1	15.4%	-16.8
COc1ccc(CCC(=O)NC2CCCN(Cc3ccc(Cl)cc3)C2)cc1OC (stereo not given)	1.8%	16.6
FC(F)(F)c1cc(C(F)(F)F)c2ccc(N/N=C/c3ccccc3)nc2n1	?	.
COc1cccc(C(=O)Nc2cnc(NC(=O)c3ccco3)cc2C)c1	i	.
COc1ccc(-n2cnnc2SC(C)C(=O)Nc2cccc([N+](=O)[O-])c2)cc1 (stereo not given)	1.5%	13.1
CN(C1CCCCC1)S(=O)(=O)c1ccc(NC(=O)C2CCCCC2)cc1	i	-12.8
O=C(c1cccs1)N1CCN(c2ccc(F)cc2)CC1	i	.
Cc1ccc(C(=O)O)cc1S(=O)(=O)N1CCSCC1	-16.6%	-17.0
CCC1Sc2ccc(S(=O)(=O)CCC(=O)NCc3ccc(C)o3)cc2NC1=O (stereo not given)	i	-1.8
Cc1cc(C(=O)OCn2nnc3ccccc3c2=O)c(C)o1	?	.
CC(C)CC(OC(=O)c1ccc(Cl)nc1)C(=O)NC1CCCC1 (stereo not given)	?	.
COc1cccc(-c2nc(CS(=O)(=O)CC(=O)NCCc3ccc(C)cc3)c(C)o2)c1	-8.1%	.
Cc1nc2cc(NCc3cccs3)ccc2n1C	3.4%	17.7
Cc1nn(-c2ccccc2)c(NC(=O)c2cccs2)c(-c2ccc(Cl)cc2)c1=O	i	2.6
CCCCCn1nc(C)c(/C=N/NC(=O)c2ccoc2C)c1C	?	.
NC(=O)C1(c2ccccc2)CCCN1C(=O)c1ccc(Br)cc1 (stereo not given)	7.6%	1.9
COc1ccc(S(=O)(=O)n2oc(=O)cc2-c2ccccc2)cc1OC	?	.
O=C(CSc1nc(-c2ccco2)cc(C(F)(F)F)n1)NC1CCCC1	?	.
C/C(=N\Nc1nc(C(C)(C)C)cs1)c1ccc(O)cc1	?	.

# Record cards (already shown). Values in the order: S3 lipid droplet | S3 lipid droplet cell count max
# Cc1nn(-c2ccccc2)c(NC(=O)c2cccs2)c(-c2ccc(Cl)cc2)c1=O across the screens: i | 2.6
# CCC1Sc2ccc(S(=O)(=O)CCC(=O)NCc3ccc(C)o3)cc2NC1=O (stereo not given) across the screens: i | -1.8
# Cc1nc2cc(NCc3cccs3)ccc2n1C across the screens: 3.4% | 17.7

# (further entries)
Compound	S3 lipid droplet	S3 lipid droplet cell count max
O=C(NC1CCCC1)C1CCCN(S(=O)(=O)c2cccc3cccnc23)C1 (stereo not given)	i	.
CS(=O)(=O)N1CCC(Oc2ccccc2C(=O)N2CCNC(=O)C2)CC1	-3.9%	3.8
O=C(OCC(=O)N1CCCCC1)c1cc2ccccc2cc1O	?	.
CCCC(C)NC(=O)COC(=O)c1ccc(Cl)c(S(N)(=O)=O)c1 (stereo not given)	?	.
CCn1c(CNC(=O)c2ccc3c(c2)OCO3)nnc1SCC(=O)Nc1ccccc1F	?	.
C/C(Cc1ccccc1)=N\NC(=O)CNC(=O)Cc1ccc(Cl)cc1	0.6%	6.4
O=C1NC2(CCCCC2)C(=O)N1c1cccc(Cl)c1	10.4%	.
O=C(NCc1cccc(Cl)c1)C1CCC(=O)N(CC2CCCCC2)C1 (stereo not given)	?	.
COc1ccc(-n2c(Cc3cc(=O)[nH]c(=O)[nH]3)nnc2SCC(=O)NC2CCCC2)cc1	?	.
COc1ccc(C(=O)N2CCNC(=O)C2CC(=O)Nc2cccc(Cl)c2Cl)cc1 (stereo not given)	i	.
O=C(COC(=O)C1CC1)Nc1ncc(Cl)cc1Cl	?	.
CNC(=O)c1ncnnc1N(C)C(=O)NCc1ccccc1	?	.
COc1ccc(OC)c(NC(=O)C(=O)NNC(=O)COc2ccc(Br)cc2C)c1	4.2%	5.7
O=C(Nc1ccccc1C(=O)NCc1ccc(Cl)cc1)c1ccco1	?	.
Cn1c(=O)[nH]c(=O)c2c1nc(Br)n2CCCCSc1nc2ccccc2o1	?	.
CCc1ccccc1NC(=O)Nc1ccc2c(c1)OCO2	-6.7%	-17.0
C=CCn1c(O)c(N=NC(=O)CNC(=O)/C=C/c2ccco2)c2ccccc21	?	.
Cn1c(=O)[nH]c(=O)c2c1nc(N1CCCCCC1)n2CCOc1ccccc1	?	.
COC(=O)c1[nH]c2cc(OC)ccc2c1NC(=O)CN1CCN(c2cccc(C)c2)C(C)C1 (stereo not given)	?	.
Cn1c2ccccc2c(=O)c2c(=O)n(Cc3ccco3)c(COc3ccccc3)nc21	?	.
CC1Sc2ccc(S(=O)(=O)N3CCC(C(=O)Nc4ccc(Cl)cc4)CC3)cc2NC1=O (stereo not given)	i	7.1
O=C1CCC(C(=O)Nc2cccc3ccccc23)N1 (stereo not given)	?	.
Cc1ccc(C(=O)N2CC3(C(C)C)CN(C(=O)c4ccc(C)cc4)CC(C(C)C)(C2)C3=O)cc1	?	.
O=S(=O)(/N=C(/c1ccccc1Cl)N1CCOCC1)c1ccccc1	-3.0%	2.2
CCC(C)OC(=O)C1=C(C)NC(=O)CC1c1ccccc1OC (stereo not given)	?	.
O=C(Nc1ccc(F)cc1)Nc1nnc(Cc2ccccc2F)s1	?	.
CN(Cc1cccc2ccccc12)C(=O)c1cc(COc2c(F)cccc2F)on1	6.1%	-0.8
CCOC(=O)CC(=O)Nc1nc2ccccc2s1	?	.
CC(C)C(=O)NCCSc1c[nH]c2ccccc12	?	.
Cc1ccc2occ(C3NC(C(=O)O)CS3)c(=O)c2c1 (stereo not given)	?	.

# The listing continues.
Molecule | S3 lipid droplet | S3 lipid droplet cell count max
CC(CCCC(C)(C)O)NCc1cn[nH]c1-c1ccc2c(c1)OCO2 (stereo not given) | 4.4% | 0.8
Cc1cc([N+](=O)[O-])nn1CC(=O)N1N=C(C(F)F)CC1(O)C(F)F (stereo not given) | ? | .
CCN(CC)c1ccc(NC(=O)CCCCCN2C(=O)c3ccccc3C2=O)cc1 | -8.8% | -11.4
O=C(O)C[C@@H](O)C(=O)O | ? | .
Cn1c(SCC(=O)N2CCCc3ccccc32)nnc1-c1c[nH]c2ccccc12 | ? | .
CCOC(=O)c1c(-c2ccccc2Cl)cn2ccccc12 | ? | .
CC(C)c1ccc(/C=N/NC(=O)CCNC(=O)c2ccccc2)cc1 | ? | .
CCSCC1COC(c2cccn2Cc2ccc(C)cc2)=N1 (stereo not given) | -9.9% | -9.9
O=C(Cc1cccs1)Nc1ccc(S(=O)(=O)N2CCCCC2)cc1 | ? | .
COc1ccc(NC(=O)CSc2cn[nH]n2)c(OC)c1 | i | 15.2
C=CCNc1nc(C(=O)OCC(=O)c2ccc(Cl)cc2)cs1 | ? | .
COc1ccc(NC(=O)c2ccccc2-c2ccccc2)c(C)c1 | ? | .
COC(=O)c1cccnc1-n1c(=O)c2cccnc2n(Cc2ccc(Cl)cc2)c1=O | i | .
C/C(=N/NC(=O)c1cccc(Br)c1)C1CC2CCC1C2 (stereo not given) | ? | .
COc1ccc(NC(=O)Cc2ccc(C)c(C)c2)cc1Cl | -18.4% | -32.8
CC1(CC(=O)Nc2ccccc2)NC(=S)N(c2ccccc2)N1 (stereo not given) | 1.4% | -11.1
CC(C)CC(=O)C1CCCN(C(=O)c2ccc3oc(Cc4ccccc4)nc3c2)C1 (stereo not given) | -3.4% | -2.8
C/C(Cl)=C\C[N+](C)(C)CC(=O)OCCc1ccccc1 | 10.4% | 4.1
N#Cc1cccc(NC(=O)N2CCC(c3nc4c(nnn4Cc4cccc(Cl)c4)c(=O)[nH]3)CC2)c1 | ? | .
CC(Nc1ncnc2sccc12)c1ccccc1 (stereo not given) | ? | .
CN(C)C(=O)CSCc1c(Cl)cccc1Cl | ? | .
CCOC(=O)/C=C1\CN(C(C)c2ccccc2)S(=O)(=O)c2ccccc21 (stereo not given) | ? | .
Cc1cnc(NC(=O)c2cccc(S(=O)(=O)N3CCOCC3)c2)s1 | i | -11.5
CC(C)(C)NS(=O)(=O)c1ccc(NC(=O)c2cc(-c3ccccc3)nc3ccccc23)cc1 | ? | .
CNc1ccc(Oc2nc([N+](=O)[O-])nn2C)cc1 | ? | .
CCCCNS(=O)(=O)c1cc2c3c(c1)CCN3C(=O)CC2 | ? | .
Cc1ccc(Cn2c(SCC(C)C)nc3c2c(=O)[nH]c(=O)n3C)cc1 | ? | .
c1ccc(CN2CCN(CCCNc3ccc4nnc(-c5ccccc5)n4n3)CC2)cc1 | 13.7% | 5.6
O=C(Nc1cccc(OCC(=O)N2CCOCC2)c1)c1cccc(Cl)c1 | ? | .
COc1cc(NC(=O)COC(C)=O)cc(OC)c1OC | ? | .
C/C=C\C(=O)Nc1cccc(C2=NOC3(C2)C[C@@H](C(N)=O)N(C(=O)C2(C)CC2)C3)c1 (stereo not given in full) | ? | .
O=C(CCc1nc2ccccc2[nH]1)NC1CCCCC1 | 4.5% | 12.6

# Looked up above:
# O=C(CCc1nc2ccccc2[nH]1)NC1CCCCC1 @ S3 lipid droplet cell count max: 12.6
# c1ccc(CN2CCN(CCCNc3ccc4nnc(-c5ccccc5)n4n3)CC2)cc1 @ S3 lipid droplet: 13.7%

# Going on with the list:
Molecule | S3 lipid droplet | S3 lipid droplet cell count max
C=CCOC(=O)C1=C[C@H](c2cn(C(C)=O)c3ccccc23)C[C@H](OCc2ccc(CO)cc2)O1 | 6.7% | 12.1
O=C1c2ccccc2-c2c1cccc2C(=O)N1CCN(C(=O)c2ccco2)CC1 | 7.3% | 12.9
Cc1cc(Cl)c(OCCCn2cncn2)c(Br)c1 | ? | .
C=CCn1c(=N)n(CC(=O)c2cccc([N+](=O)[O-])c2)c2ccccc21 | -5.6% | 10.3
COc1ccc(CNC(=S)Nc2cccc(F)c2)cc1 | -12.0% | -2.3
Cc1cccc(N=Nc2cn[nH]c2-c2ccco2)c1 | 11.0% | 14.6
O=C(Nc1cccc(C(F)(F)F)c1)c1cc[n+]([O-])cc1 | ? | .
O=C(Nc1cccc2ncccc12)c1cccnc1 | 42.3% | 4.5
O=S1(=O)CC(O)C(Nc2ccc(Cl)cc2)C1 (stereo not given) | -3.8% | 14.1
COc1ccc(-n2cnnc2SCC(=O)Nc2cc(C)on2)cc1 | i | .
O=C(Cn1ncc(Cl)c(Cl)c1=O)NC1CCCCC1 | ? | .
O=C(Nc1ccccc1N1CCCCC1)C1CCN(S(=O)(=O)c2cccc(C(F)(F)F)c2)CC1 | ? | .
O=C(NCc1cccs1)c1cnc(Cl)c(Cl)c1 | ? | .
Cc1ccc(S(=O)(=O)N2CCN(C(=O)CCOc3ccccc3C)CC2)cc1C | ? | .
CCOc1ccccc1N1CC(C(=O)N2CCN(Cc3ccc(C#N)cc3)CC2)CC1=O (stereo not given) | -3.4% | -15.0
CCOc1ccc(S(=O)(=O)N2CCC(C(=O)NC3CC3)CC2)cc1Cl | ? | .
Cc1ccc2nsnc2c1NC(=O)CCc1ccccc1 | ? | .
Cc1cnc(C(=O)OCC(=O)Nc2ccc3c(c2)OCCO3)cn1 | -3.9% | -0.2
O=C1N(Cc2cccc(Cl)c2)C[C@@H]2C[C@@H](c3ccsc3)N3CCC[C@@]123 | ? | .
C/C(CC(=O)NC1CCCCC1)=N\NC(=O)c1ccccc1C | ? | .
Cc1[nH]nc(N2CCCCC2)c1[N+](=O)[O-] | ? | .
O=C(CNC(=O)C1CCCCC1)OCn1nnc2ccccc2c1=O | 7.1% | 16.2
CN(CCOCCOc1ccc2ccccc2c1)Cc1ccccc1 | ? | .
COc1cc(C)c(Cl)cc1S(=O)(=O)NCCN1CCOCC1 | i | 1.3
CCn1nc(C)c(/C=N/NC(=O)Cn2nccc2C)c1C | ? | .
COc1cc([C@@H]2CC=C(C(=O)O)[C@H](c3ccccc3)N2S(=O)(=O)c2ccc(C)cc2)cc(OC)c1OC | ? | .
O=c1[nH]c(=O)n([C@H]2C[C@H](O)[C@@H](CO)O2)cc1I | ? | .
Cc1nc2nc(SCC(=O)NCc3ccco3)nn2c(C)c1Cc1ccccc1 | i | .
CC(C)CN(C(=O)COC(=O)c1cccnc1Cl)c1c(N)n(Cc2ccccc2)c(=O)[nH]c1=O | 3.0% | .
Cc1csc(=O)n1CCC(=O)OCc1nnc(-c2ccccc2)o1 | ? | .
COc1ccc(CN(C)CC(=O)Nc2ccccc2C(F)(F)F)cc1 | ? | .
C[C@@H]1CC[C@@]2(O[C@H](CCO)C[C@@H](O)[C@@H]2O)O1 | -12.0% | .
